Source: PubChem
697 NFkB inh: inhibitors of PMA/ionomycin-induced NF-kB reporter, 697 cells, primary screen, B-cell NF-kB inhibitor project, cell-based, luminescence, uHTS; 697 B-cell NF-kB luciferase reporter, 16 h; inhibition, % at 4 µM; 330,000 compounds, 0.33% hits; in the data active = inhibition above about 35%
Jurkat NFkB inh: inhibitors of induced NF-kB luciferase reporter, primary screen, TCR NF-kB activation inhibitor project, cell-based, luminescence, uHTS; Jurkat, PMA/ionomycin-induced NF-kB luciferase reporter; inhibition, % at 4 µM; 330,000 compounds, 0.53% hits; AID 435003, 2010
EBI2 antag: EBI2 receptor antagonists, beta-arrestin recruitment, primary screen, cell-based, luminescence, 7a,25-OHC stimulation, uHTS. 360,000 compounds, 0.81% hits. G-protein coupled receptor 183 (Homo sapiens), P32249. 7a,25-OHC stimulated. AID 651636, 2012. inhibition, % at 5 µM; in the data active = inhibition above about 38%;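 note: enzyme fragment complementation signal reports receptor beta-arrestin coupling in cells; 0% = agonist plus DMSO wells and 100% = wells without agonist; some results beyond the cut were filed as inactive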
Target sequence (P32249 whole entry, looked up, the tested form may be a part): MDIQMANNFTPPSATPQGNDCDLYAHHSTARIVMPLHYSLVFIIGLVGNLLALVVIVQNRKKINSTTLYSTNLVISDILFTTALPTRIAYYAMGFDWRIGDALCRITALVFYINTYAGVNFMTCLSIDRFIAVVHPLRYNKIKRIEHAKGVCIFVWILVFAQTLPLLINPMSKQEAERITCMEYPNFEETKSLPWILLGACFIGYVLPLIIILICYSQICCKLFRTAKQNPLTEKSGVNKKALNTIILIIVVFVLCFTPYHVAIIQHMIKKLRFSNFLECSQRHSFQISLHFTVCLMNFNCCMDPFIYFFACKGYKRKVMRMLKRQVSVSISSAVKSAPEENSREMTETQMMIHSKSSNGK
SENP8 inh: SENP8 protease inhibitors, primary screen, biochemical, luminescence; 330,000 compounds, 1.2% hits; Sentrin-specific protease 8 (Homo sapiens), Q96LD8; AID 2540, 2010; purified SENP8, Z-RLRGG-aminoluciferin cleavage; inhibition, % at 10 µM
Gli-Sufu block: Gli-Sufu pathway antagonists, primary screen, luciferase luminescence, Sufu-KO-LIGHT cells, uHTS | 340,000 compounds, 0.74% hits | Sufu-KO-LIGHT fibroblasts, Gli luciferase reporter luminescence | inhibition, % at 5 µM;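 active = inhibition above about 55%, limit read from the data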;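 note: 0% = DMSO-treated cells and 100% = wells with medium but no cells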
CCR6 antagonist: CCR6 receptor antagonists, primary screen, cell-based, CHO-K1, luminescence, beta-arrestin, uHTS; C-C chemokine receptor type 6 (Homo sapiens), P51684; CHO-K1 CCR6 PathHunter beta-arrestin, CCL20-stimulated; inhibition, % at 20 µM; 340,000 compounds, 0.49% hits;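 active = compounds whose inhibition of the agonist-driven luminescence signal at 20 µM reaches about 50%, limit read from the data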;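 note: cells stimulated with CCL20 at 14 nM final; plate controls were DMSO with CCL20 for no effect and DMSO without agonist for full effect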
Target sequence (P51684 whole entry, looked up): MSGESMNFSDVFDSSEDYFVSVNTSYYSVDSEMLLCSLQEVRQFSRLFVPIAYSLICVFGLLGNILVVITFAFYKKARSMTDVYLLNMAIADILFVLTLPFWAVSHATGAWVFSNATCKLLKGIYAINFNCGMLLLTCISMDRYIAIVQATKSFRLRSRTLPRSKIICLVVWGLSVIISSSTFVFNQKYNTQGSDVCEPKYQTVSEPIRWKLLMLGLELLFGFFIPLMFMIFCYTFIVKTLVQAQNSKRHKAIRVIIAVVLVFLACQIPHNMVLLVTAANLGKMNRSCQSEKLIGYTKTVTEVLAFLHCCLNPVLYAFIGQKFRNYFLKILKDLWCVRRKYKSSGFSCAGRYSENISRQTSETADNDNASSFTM
Apaf-1 inh: inhibitors of human Apaf-1 apoptosome, primary screen, biochemical, DEVD-Rh110 fluorescence, uHTS; reconstituted apoptosome caspase-3 activity; Apoptotic protease-activating factor 1 (Homo sapiens), O14727; 330,000 compounds, 0.71% hits; inhibition, % at 20 µM; active = inhibition of at least 40% at 20 µM;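 note: plate controls were DMSO wells for no effect and DEVD-CHO caspase inhibitor wells for full effect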
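System: reconstituted apoptosome with Apaf-1, cytochrome c, caspase-9, procaspase-3, dATP; Signal: Rh110 fluorescence intensity; Schedule: 30 min compound preincubation, 50 min activation, room temperature; Reagent: cytochrome c trigger plus (Z-DEVD)2-Rh110 caspase-3 substrate.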
UBC13 polyUb: UBC13 polyubiquitin chain formation inhibitors, primary screen, biochemical, TR-FRET, uHTS; inhibition, % at 20 µM; Ubiquitin-conjugating enzyme E2 N (Homo sapiens), P61088; 330,000 compounds, 0.47% hits; in the data active = inhibition above about 45%, passing the limit was not always enough
Target sequence (P61088 whole entry, looked up): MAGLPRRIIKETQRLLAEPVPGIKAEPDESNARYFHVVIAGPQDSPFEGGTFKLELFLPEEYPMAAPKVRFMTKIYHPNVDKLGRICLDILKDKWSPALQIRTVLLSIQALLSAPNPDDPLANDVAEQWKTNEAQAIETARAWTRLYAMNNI
* = called active by the depositor. Cut-off read from the data, not from the text of the source, unless noted: active = inhibition above about 50%; inactive = the rest.

What do the screens show for `O=C(CCN1CCN(c2ccccc2)CC1)N/N=C/c1ccccc1OC(F)F`?
697 NFkB inh: -3; Jurkat NFkB inh: 1; EBI2 antag: 6; SENP8 inh: 2; Gli-Sufu block: 34; CCR6 antagonist: -3; Apaf-1 inh: 4; UBC13 polyUb: 4

How did COc1ccc(CC(=O)NC(C)C2COc3ccccc3O2)cc1OC (centres undefined) do in these assays?
697 NFkB inh: -2; Jurkat NFkB inh: 2; EBI2 antag: -3; SENP8 inh: -9; Gli-Sufu block: -4; CCR6 antagonist: -9; Apaf-1 inh: -8; UBC13 polyUb: 11

How did COc1cc2c(cc1NS(=O)(=O)N1CCCC1)oc1ccccc12 do in these assays?
697 NFkB inh: 8; Jurkat NFkB inh: 1; EBI2 antag: 11; SENP8 inh: 2; Gli-Sufu block: -2; CCR6 antagonist: -22; Apaf-1 inh: 7; UBC13 polyUb: 6

How did CCCn1c(=NC(=O)c2c(-c3c(F)cccc3Cl)noc2C)c(C(=O)OCC)cc2c(=O)n3ccccc3nc21 do in these assays?
697 NFkB inh: 29; Jurkat NFkB inh: 9; SENP8 inh: 4; Apaf-1 inh: 20; UBC13 polyUb: 13

Results for O=C(c1ccc(N2CCCC2=O)cc1)N1CCOCC1 ?
697 NFkB inh: -12; Jurkat NFkB inh: -10; EBI2 antag: -15; SENP8 inh: -8; Gli-Sufu block: -3; CCR6 antagonist: 17; Apaf-1 inh: 10; UBC13 polyUb: -6

How did C=CCNC(=S)Nc1ccc(OC(F)F)c(Cl)c1 do in these assays?
697 NFkB inh: -6; Jurkat NFkB inh: 5; EBI2 antag: 2; SENP8 inh: -1; Gli-Sufu block: 6; CCR6 antagonist: 2; Apaf-1 inh: 10; UBC13 polyUb: -2

How did Cn1c(Cn2c(=O)sc3ccccc32)nnc1SCC(=O)N1CCOCC1 do in these assays?
697 NFkB inh: 14; Jurkat NFkB inh: -8; EBI2 antag: -9; SENP8 inh: -11; Gli-Sufu block: 24; CCR6 antagonist: 1; Apaf-1 inh: -2; UBC13 polyUb: 2

Results for COc1ccc(C2=C/C(=C\c3cccc(OC(C)=O)c3)C(=O)O2)cc1 ?
697 NFkB inh: -16; Jurkat NFkB inh: -14; EBI2 antag: 4; SENP8 inh: -14; Gli-Sufu block: -7; CCR6 antagonist: 14; Apaf-1 inh: 17; UBC13 polyUb: -8

Results for NC(=S)N=Nc1c(O)[nH]c2ccc(F)cc12 ?
697 NFkB inh: -24; Jurkat NFkB inh: 3; EBI2 antag: 6; SENP8 inh: -1; Gli-Sufu block: 7; CCR6 antagonist: 24; Apaf-1 inh: 7; UBC13 polyUb: 50*

What do the screens show for `Cc1ccc(C(O)(C(=O)NN(C(=O)c2ccccc2)c2ccccc2)c2ccc(C)cc2)cc1`?
697 NFkB inh: 7; Jurkat NFkB inh: 19; EBI2 antag: -7; SENP8 inh: -3; Gli-Sufu block: 5; CCR6 antagonist: 1; Apaf-1 inh: 12; UBC13 polyUb: -2

The last 5 entries of the part before open the next one.
How did C=CCNC(=S)Nc1ccc(OC(F)F)c(Cl)c1 do in these assays?
697 NFkB inh: -6; Jurkat NFkB inh: 5; EBI2 antag: 2; SENP8 inh: -1; Gli-Sufu block: 6; CCR6 antagonist: 2; Apaf-1 inh: 10; UBC13 polyUb: -2

How did Cn1c(Cn2c(=O)sc3ccccc32)nnc1SCC(=O)N1CCOCC1 do in these assays?
697 NFkB inh: 14; Jurkat NFkB inh: -8; EBI2 antag: -9; SENP8 inh: -11; Gli-Sufu block: 24; CCR6 antagonist: 1; Apaf-1 inh: -2; UBC13 polyUb: 2

Results for COc1ccc(C2=C/C(=C\c3cccc(OC(C)=O)c3)C(=O)O2)cc1 ?
697 NFkB inh: -16; Jurkat NFkB inh: -14; EBI2 antag: 4; SENP8 inh: -14; Gli-Sufu block: -7; CCR6 antagonist: 14; Apaf-1 inh: 17; UBC13 polyUb: -8

Results for NC(=S)N=Nc1c(O)[nH]c2ccc(F)cc12 ?
697 NFkB inh: -24; Jurkat NFkB inh: 3; EBI2 antag: 6; SENP8 inh: -1; Gli-Sufu block: 7; CCR6 antagonist: 24; Apaf-1 inh: 7; UBC13 polyUb: 50*

What do the screens show for `Cc1ccc(C(O)(C(=O)NN(C(=O)c2ccccc2)c2ccccc2)c2ccc(C)cc2)cc1`?
697 NFkB inh: 7; Jurkat NFkB inh: 19; EBI2 antag: -7; SENP8 inh: -3; Gli-Sufu block: 5; CCR6 antagonist: 1; Apaf-1 inh: 12; UBC13 polyUb: -2

What do the screens show for `Cc1ccc(C(=O)COC(=O)c2cnccn2)cc1C`?
697 NFkB inh: 2; Jurkat NFkB inh: -1; SENP8 inh: -6; Apaf-1 inh: 4; UBC13 polyUb: -2

Results for O=[N+]([O-])c1ccc(CN2CCOCCOCCOCC2)cc1 ?
697 NFkB inh: 13; Jurkat NFkB inh: 0; EBI2 antag: -1; SENP8 inh: -1; Gli-Sufu block: -12; CCR6 antagonist: 9; Apaf-1 inh: -3; UBC13 polyUb: 6

How did C/C(CCC1CC(C)OC1=O)=N\NC(N)=S (centres undefined) do in these assays?
697 NFkB inh: 17; Jurkat NFkB inh: -6; EBI2 antag: 4; SENP8 inh: -2; Gli-Sufu block: -5; CCR6 antagonist: 1; Apaf-1 inh: -6; UBC13 polyUb: 5

What do the screens show for `COc1cccc(/C=N\NC(=O)Cn2nnc3ccccc32)c1O`?
697 NFkB inh: -5; Jurkat NFkB inh: -9; EBI2 antag: -1; SENP8 inh: -7; Gli-Sufu block: 8; CCR6 antagonist: -5; Apaf-1 inh: 12; UBC13 polyUb: -2

What do the screens show for `COc1ccc(-n2nnnc2SCC(=O)NCCc2ccc(OC)c(OC)c2)cc1`?
697 NFkB inh: -1; Jurkat NFkB inh: -4; EBI2 antag: -1; SENP8 inh: -2; Gli-Sufu block: -1; CCR6 antagonist: 1; Apaf-1 inh: -1; UBC13 polyUb: 5

What do the screens show for `O=C(C[n+]1ccccc1)Nc1ccc(Cl)c([N+](=O)[O-])c1`?
697 NFkB inh: 2; Jurkat NFkB inh: 12; EBI2 antag: 7; SENP8 inh: -1; Gli-Sufu block: 9; CCR6 antagonist: 4; Apaf-1 inh: -3; UBC13 polyUb: 3

How did O=Cc1cn(CC(=O)N2CCCc3ccccc32)c2ccccc12 do in these assays?
697 NFkB inh: -1; Jurkat NFkB inh: -7; EBI2 antag: 5; SENP8 inh: -10; Gli-Sufu block: -16; CCR6 antagonist: 5; Apaf-1 inh: 10; UBC13 polyUb: 2

How did O=C(OCc1cc(=O)oc2cc(O)ccc12)c1cc(S(=O)(=O)N2CCOCC2)ccc1F do in these assays?
697 NFkB inh: 12; Jurkat NFkB inh: 26; EBI2 antag: -11; SENP8 inh: -1; Gli-Sufu block: 26; CCR6 antagonist: 6; Apaf-1 inh: 11; UBC13 polyUb: 8

Results for CCOc1ccccc1NC(=O)C1CCCN1C(=O)c1cccs1 (centres undefined) ?
697 NFkB inh: -10; Jurkat NFkB inh: -7; EBI2 antag: 12; SENP8 inh: 6; Gli-Sufu block: 0; CCR6 antagonist: 8; Apaf-1 inh: 3; UBC13 polyUb: -1

What do the screens show for `COc1ccc(S(=O)(=O)NC2CCCC2)c(Cl)c1Cl`?
697 NFkB inh: 8; Jurkat NFkB inh: -4; EBI2 antag: -4; SENP8 inh: 6; Gli-Sufu block: -1; CCR6 antagonist: 3; Apaf-1 inh: -9; UBC13 polyUb: 20

Results for COc1ccc(S(=O)(=O)N(CC(=O)O)c2ccccc2)cc1 ?
697 NFkB inh: 4; Jurkat NFkB inh: 4; EBI2 antag: -13; SENP8 inh: -1; Gli-Sufu block: 42; CCR6 antagonist: -9; Apaf-1 inh: 4; UBC13 polyUb: -3

Results for Cc1ccc([C@H]2C(C(=O)O)=C[C@@H](C(C)(C)C)N2S(=O)(=O)c2ccc(C)cc2)cc1 ?
697 NFkB inh: 0; Jurkat NFkB inh: 3; EBI2 antag: -1; SENP8 inh: 3; Gli-Sufu block: 2; CCR6 antagonist: -2; Apaf-1 inh: -7; UBC13 polyUb: 10

Results for CCc1c(C)nc(N)n2c(SCC(=O)Nc3ccccc3OC)nnc12 ?
697 NFkB inh: 5; Jurkat NFkB inh: 9; EBI2 antag: 3; SENP8 inh: 1; Gli-Sufu block: 0; CCR6 antagonist: 5; Apaf-1 inh: -5; UBC13 polyUb: 2

What do the screens show for `CCOC(=O)C1CCCN(C(=O)CSc2ccc(NC(C)=O)cc2)C1` (centres undefined)?
697 NFkB inh: 13; Jurkat NFkB inh: 17; EBI2 antag: -3; SENP8 inh: -12; Gli-Sufu block: 3; CCR6 antagonist: -1; Apaf-1 inh: -7; UBC13 polyUb: -12

What do the screens show for `Cc1ccc(SCCN2CCC(C(C)(C)C)CCC2=O)cc1` (centres undefined)?
697 NFkB inh: -30; Jurkat NFkB inh: -4; EBI2 antag: 14; SENP8 inh: -13; Gli-Sufu block: -41; CCR6 antagonist: 11; Apaf-1 inh: 25; UBC13 polyUb: 3

What do the screens show for `O=C(OCc1cnc(Cl)s1)c1ccc(Cl)cc1`?
697 NFkB inh: 15; Jurkat NFkB inh: 17; EBI2 antag: -2; SENP8 inh: -3; Gli-Sufu block: 1; CCR6 antagonist: 27; Apaf-1 inh: -11; UBC13 polyUb: 5

How did CC(=O)c1c(C)[nH]c(C(=O)COC(=O)C2(C)CC2(Cl)Cl)c1C (centres undefined) do in these assays?
697 NFkB inh: -38; Jurkat NFkB inh: -6; EBI2 antag: -14; SENP8 inh: -15; Gli-Sufu block: -9; CCR6 antagonist: -1; Apaf-1 inh: 4; UBC13 polyUb: -3

What do the screens show for `COc1ccccc1N(CC(=O)Nc1cccnc1)S(=O)(=O)c1ccccc1`?
697 NFkB inh: -14; Jurkat NFkB inh: -8; EBI2 antag: -9; SENP8 inh: -7; Gli-Sufu block: -1; CCR6 antagonist: 2; Apaf-1 inh: 1; UBC13 polyUb: -3

What do the screens show for `CCCN1CCN(CCCNC(=O)Cn2nc(-c3ccc(C)cc3)ccc2=O)CC1`?
697 NFkB inh: -29; Jurkat NFkB inh: 2; EBI2 antag: -8; SENP8 inh: -9; Gli-Sufu block: 0; CCR6 antagonist: -8; Apaf-1 inh: -22; UBC13 polyUb: -4

Results for COC(=O)C1CCN(C(=O)COC(=O)c2ccc(N3CCCC3=O)cc2)CC1 ?
697 NFkB inh: 8; Jurkat NFkB inh: 5; EBI2 antag: -7; SENP8 inh: 3; Gli-Sufu block: 0; CCR6 antagonist: -6; Apaf-1 inh: -11; UBC13 polyUb: 9

What do the screens show for `COC(=O)c1cc(S(=O)(=O)NCC(C)c2ccccc2)cn1C` (centres undefined)?
697 NFkB inh: -5; Jurkat NFkB inh: 3; EBI2 antag: 9; SENP8 inh: -10; CCR6 antagonist: 13; Apaf-1 inh: 4; UBC13 polyUb: -11

Results for COc1ccc(CN2CCNC(=O)C2CC(=O)NCCc2nc(C)c3c(n2)CCC3)cc1C (centres undefined) ?
697 NFkB inh: 7; Jurkat NFkB inh: 0; EBI2 antag: 2; SENP8 inh: 7; Gli-Sufu block: -8; CCR6 antagonist: 8; Apaf-1 inh: -2; UBC13 polyUb: 4

Only part of the results is shown, so the mix of outcomes need not match the whole.
